Assay outcomes (PubChem BioAssay)
p53ts 39C kill = qHTS Screen for Compounds that Selectively Target Cancer Cells with p53 Mutations: Cytotoxicity of p53ts Cells at the Nonpermissive Temperature; Potency, µM (highest dose often 46.1 µM), for the others: at the top dose activity change, negative = cell killing, usual class: cytotoxic; H1299-p53A138V viability at 39C, ATP luminescence, 24 h; AID 902, 2007; 1.5% of 130,000 active; further: nearly all actives have a fitted effect of over 55% in size
p53ts 32C kill = qHTS Screen for Compounds that Selectively Target Cancer Cells with p53 Mutations: Cytotoxicity of p53ts Cells at the Permissive Temperature; H1299-p53A138V at 32C, ATP luminescence viability, 24 h; AID 924, 2007; 0.93% of 130,000 active; Potency, µM (top dose mostly 46.1 µM), inactives show top-dose activity change, negative = cytotoxicity, hits mostly cytotoxic;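 further: 0% = DMSO and -100% = full killing by reference compound; nearly all actives have a fitted effect of over 55% in size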
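Viability by ATPlite luminescence after 24 h compound treatment (up to 46 uM) at the permissive 32C. Cells are H1299 carrying p53 A138V. Scale runs from DMSO basal to 100 uM tamoxifen as full kill; AC50 from Hill fits.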
IkB sig inh = IkB Signaling; ABC-DLBCL IkBa-CBG/CBR dual luciferase ratio, 4 h; response scale: scaled: untreated 0%, proteasome inhibitor 100%; Potency, µM (doses to about 57.1 µM), without a hit: at the top dose IkBa stabilization activation; 0.04% of 110,000 active; active means well fitted curve in the direction sought with a large enough effect in the signal ratio, not every such curve was filed as active; inconclusive means small, poorly fitted or top-dose-only effect, or a change in a side signal; the % refers to the signal ratio;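 further: the direction sought is a rising ratio; 0% = basal untreated cells and 100% = reference inhibitor full response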
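In this assay, an IκBα–CBG68 fusion accumulates when IKK-driven degradation is blocked; native CBR normalizes for cell number. OCI-Ly3 cells were treated 4 h with compound and doxycycline, then green and red light read after Chroma-Glo addition.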
Peg3 imprint = qHTS Assay for Compounds that Induce Erasure of Genomic Imprints | AID 1948, 2009 | 0.02% of 110,000 active | Potency, µM (highest dose often 60.7 µM), without a hit: at the top dose activity change, positive = activation, hits mostly activators | mouse ES Peg3-LacZ reporter, beta-gal luminescence, 40 h;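 further: 0% = negative control wells on the plate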
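Each well holds 300 Peg3LacZ-Neo (maternal) female ES cells incubated 40 h at 37C, 5% CO2. LacZ is measured by BetaGlo luminescence, with AC50 and maximum efficacy derived from dose-response curves.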
An asterisk follows results filed as active; ? = inconclusive; . = no result given; & = joins results of further samples; [ ] = another dose, or the depositor's remark. Unless noted, the call rests on the fitted dose curve; in most records, active means well fitted curve in the direction sought with a large enough effect; inconclusive means small, poorly fitted or top-dose-only effect, or another doubt; inactive means no such curve, though single readings can be large; an effect the other way counts as inactive or inconclusive. Unless noted, on the % scale 0 is the no-effect control and ±100 the full control effect; potency means the concentration at half of the fitted maximal effect.

SMILES | p53ts 39C kill | p53ts 32C kill | IkB sig inh | Peg3 imprint
Cc1cc(C)c(NC(=O)Cn2c(=O)n(Cc3ccc4c(c3)OCO4)c(=O)c3ccc(C(=O)NC4CCCCC4)cc32)c(C)c1 | 16.3% | 1.4% | -3.1% | 14.4%[10.9 µM]
O=C(Cn1c2ccccc2c(=O)c2ccccc21)N/N=C/c1ccc(N2CCCC2)c([N+](=O)[O-])c1 | -21.0% | -18.5% | . | .
Cc1ccc(Nc2nc(C3CC3)cs2)cc1 | ? | ? | 10.3% | -25.5%
CCN(CC)CCOC(=O)c1ccc(NC(=O)CSc2cc(=O)n(CC)c3ccccc23)cc1 | 10µM* | -2.6% | 1.4% | ?
Cc1cc(=O)[nH]c2nnc(SCC(=O)Nc3ccc(OC(F)(F)F)cc3)n12 | -8.3% | -1.0% | -2.5% | 7.1%[10.9 µM]
O=C(C1CC1)N1CCN=C1SCc1cccc(F)c1 | 1.4% | -2.8% | -2.1% | -1.6%
O=C(Nc1ccc(F)cc1F)c1cc(S(=O)(=O)N2CCCCC2)c[nH]1 | 5.2% | -0.4% | ? | -12.0%[10.9 µM]
CN=C(NC#N)SCC(=O)c1ccc(Cl)cc1Cl | 14.8% | -2.1% | 2.1% | -15.5%
Oc1c(C(c2ccccc2)N2CCN(Cc3ccccc3)CC2)sc2ncnn12 (configuration not stated) | 7.1% | 6.8% | 1.2% | -11.3%
Cc1ccc2nc(/C(C#N)=N/O)[nH]c2c1 | ? | 7.94µM* | ? | -14.1%

The list goes on (4 carried over from the part before).
SMILES | p53ts 39C kill | p53ts 32C kill | IkB sig inh | Peg3 imprint
O=C(Nc1ccc(F)cc1F)c1cc(S(=O)(=O)N2CCCCC2)c[nH]1 | 5.2% | -0.4% | ? | -12.0%[10.9 µM]
CN=C(NC#N)SCC(=O)c1ccc(Cl)cc1Cl | 14.8% | -2.1% | 2.1% | -15.5%
Oc1c(C(c2ccccc2)N2CCN(Cc3ccccc3)CC2)sc2ncnn12 (configuration not stated) | 7.1% | 6.8% | 1.2% | -11.3%
Cc1ccc2nc(/C(C#N)=N/O)[nH]c2c1 | ? | 7.94µM* | ? | -14.1%
Cc1cc(C)nc(N2CCN(c3nc(C)nc4c3oc3ccccc34)CC2)n1 | 12.6% | 3.0% | -2.1% | -5.8%
Cc1ccc(C)c(N2CCN(CCCNC(=O)c3cnn(-c4ccc(F)cc4)c3C3CCN(C(=O)OC(C)(C)C)CC3)CC2)c1 | 25.1µM* | ? | ? | -4.5%[10.9 µM]
O=C(O)C(=Cc1ccc(-c2ccccc2)cc1)C(=O)O | 39.8%[activator][9.22 µM] | 2.1%[9.22 µM] | 7.2%[11.4 µM] | -10.8%[10.9 µM]
NCCNC(=O)c1ccc(Cl)cc1 | -7.3%&11.7% | -6.6%&2.4% | 0.1%&2.8% | -17.5%&-27.5%
CCc1c(O)nc(SCC(=O)N2CCCCC2)n(-c2ccccc2C)c1=O | 3.2% | 7.5% | -0.3% | -7.5%
CC(C)Cc1c(O)nc(SCC(=O)Nc2ccc3c(c2)CCC3)[nH]c1=O | -2.8% | 4.8% | . | .
O=C(CSCC(=O)N1CCCCC1)OCC(=O)c1c[nH]c2ccccc12 | -0.4% | 14.4% | 0.9% | 6.0%
COc1ncc2ncc(=O)n(C)c2n1 | 0.2% | -6.3% | -1.7%[11.4 µM] | .
COc1ccccc1OCCCn1c(C2CC(=O)N(c3ccc(F)cc3)C2)nc2ccccc21 (configuration not stated) | -28.7% | -3.2% | ? | 11.4%[10.9 µM]
COc1cccc(-c2nc(CS(=O)(=O)CC(=O)N3CCN(C)CC3)c(C)o2)c1 | -7.9% | 18.4% | 1.3% | -15.1%
CC(C)C(=O)c1c(C(C)C)nn2ccccc12 | -18.1% | 14.5% | 0.3%&-10.8% | 2.7%&-6.2%
C/C(=C\[C@@H](NP(=O)(c1ccccc1)c1ccccc1)c1ccccc1)CO[Si](c1ccccc1)(c1ccccc1)C(C)(C)C | -19.6% | 17.3% | . | -4.6%
CCN(C(=O)CSc1nc2ccccc2n1Cc1ccc(F)cc1Cl)c1ccccc1 | -3.9% | 2.1% | 1.3% | -14.1%[10.9 µM]
COCCn1c(SCc2nnc(-c3ccccc3)o2)nc2sc3c(c2c1=O)CCC3 | 12.1% | 7.8% | 4.2% | 6.1%
CC(=O)c1ccc(N2CCN(C(=O)C3CCN(S(=O)(=O)Cc4ccccc4)CC3)CC2)cc1 | 9.2% | -6.3% | 4.2% | .
CCOC(=O)c1ccc(NC(=O)c2ccc3c(c2)c(C)c(C)n3Cc2ccc(F)cc2)cc1 | -3.6% | -0.9% | -5.3% | -13.4%[10.9 µM]
CCCc1[nH]nc2c1C1(C(=O)N(C(C)C)c3ccccc31)C(C#N)=C(N)O2 (configuration not stated) | 0.1% | 10.7% | 1.9% | -4.4%
COC(=O)c1ccccc1NC(=O)C1=CC(c2cccs2)=NS(=O)(=O)N1C | -2.3% | -2.2% | ? | -4.1%[10.9 µM]
COc1cccc(N2C(=O)C(CC(=O)Nc3cccc(F)c3)N(C3CCCC3)C2=O)c1 (configuration not stated) | -5.5% | 3.7% | -0.8% | 6.5%[10.9 µM]
N#CCCSCc1ccc2oc(C(=O)O)cc2c1 | 11.3% | 2.7% | ? | -35.1%[inhibitor]
O=C(Nc1nc2n(n1)C(c1ccccc1)C=C(c1ccccc1)N2)c1ccco1 (configuration not stated) | -12.2% | -14.3% | 2.7% | -4.9%
O=C(CN1C(=O)C2CC=C(Cl)CC2C1=O)Nc1ccc(C(=O)O)cc1 (configuration not stated) | 10.0% | 9.0% | -0.8% | -0.3%
COc1ccc(NS(=O)(=O)c2ccc3[nH]c4c(c3c2)CCCC4)cc1OC | -5.7% | 16.8% | ? | -25.0%[10.9 µM]
Cc1ccc(NC(=O)C(C)Sc2nc(=O)cc(N)n2-c2ccccc2)cc1 (configuration not stated) | 10.0% | -11.2% | 6.8% | -8.8%[10.9 µM]
O=c1c2c([nH]c3ccccc13)C(=C1CCCC1)CC2 | -7.1% | 3.8% | . | .
CC(=O)c1ccc(N2CCN(C(=O)c3ccc(Br)cc3)CC2)c(F)c1 | -3.8% | -8.9% | 7.9% | -19.8%
OC(C#CCN1CCCC1)c1ccccc1 (configuration not stated) | -0.9% | -1.2% | -2.0% | -12.9%
CNc1nc(C)c(C(=O)OCc2ccccc2)s1 | -5.2% | -15.4% | -0.9% | -14.1%
O=C(CS(=O)(=O)Cc1ccccc1)N1CCN(c2cccc(C(F)(F)F)c2)CC1 | -3.2% | -0.5% | ? | -15.8%
O=C(CCn1c(=O)c2cccn2c2cccnc21)NCc1ccccc1F | 12.2% | 6.5% | -2.1% | -16.2%[10.9 µM]
Cc1cc(OCCCn2c(CCNC(=O)C3CCCCC3)nc3ccccc32)ccc1Cl | 12.6µM* | ? | ? | -13.8%[10.9 µM]
CCOc1ccc(C(=O)Nc2nc(-c3ccc(Br)cc3)ns2)cc1 | 27.1% | -14.2% | 0.2% | -13.7%[10.9 µM]
COc1ccccc1Cn1c(=O)c2ccccc2n2c(Sc3ncnc4sccc34)nnc12 | ? | 31.6%[activator] | 6.2% | -33.2%[inhibitor]
Cc1cc(Cl)c(S(=O)(=O)N(C)C)cc1OCC(N)=O | 20.6% | 8.2% | . | .
O=c1[nH]c(Cc2ccccc2)nc2c1oc1ccccc12 | 7.2% | 8.4% | 0.2% | -12.2%
Nc1ccccc1S(N)(=O)=O | 5.9%[20.6 µM] | -0.7%[20.6 µM] | 0.2%[25.6 µM] | -4.7%[16.8 µM]
O=C(CC12CC3CC(CC(C3)C1)C2)N1CCCOC1 | 7.7% | -8.0% | -1.4% | .
Cc1ccc(C)c(S(=O)(=O)c2nnn3c2nc(NCc2ccc4c(c2)OCO4)c2sccc23)c1 | -13.3% | -7.4% | 0.1% | -14.1%[10.9 µM]
COc1ccc(Cl)cc1N1C(=O)C2CCCN2C1c1ccccc1F (configuration not stated) | -5.0% | 1.1% | 5.4% | -10.2%
O=c1c2oc3ccccc3c2n(Cc2cccc(C(F)(F)F)c2)c(=O)n1Cc1ccc2c(c1)OCO2 | 18.8% | 9.6% | -0.4% | -10.9%[10.9 µM]
Oc1ccc2ccccc2c1/C=C\c1ccc2c(Br)cc(Br)c(O)c2n1 | ? | -5.3%[9.22 µM] | 9.3%[11.4 µM] | -18.5%[10.9 µM]
COc1c(F)c(F)c(C(=O)Nc2ccccc2N2CCN(C(C)=O)CC2)c(F)c1F | 8.9% | -4.2% | 5.2% | -18.1%
COCCN(C(=O)Cn1nnc2ccccc21)C(C(=O)NC1CCCCC1)c1ccc(OC)cc1OC (configuration not stated) | 14.6% | 0.5% | . | .
CS(=O)(=O)N(CC(=O)NCCC1=CCCCC1)c1ccc2c(c1)OCO2 | -1.3% | 4.9% | -0.8% | -11.8%
O=C(O)CCN1C(=O)c2ccc(NC(=O)c3cccs3)cc2C1=O | -2.3% | -2.3% | -0.6% | -7.2%
Cc1c(Cl)ccc2sc(N3CCN(C(=O)c4ccco4)CC3)nc12 | -26.3% | 0.3% | ? | -11.7%[10.9 µM]
Cc1ccccc1Cn1c(CCCNC(=O)C2CCCCC2)nc2ccccc21 | -21.0% | 3.1% | ? | -8.3%[10.9 µM]
CCOc1ccc(C2SCC(=O)N2c2c(C)n(C)n(-c3ccccc3)c2=O)cc1 (configuration not stated) | -3.6% | 1.9% | -1.3% | 8.2%
Cc1ccc(CNC(=O)C2CCCN(S(=O)(=O)c3cccc4nsnc34)C2)cc1 (configuration not stated) | 11.1% | 8.4% | ? | -10.1%[10.9 µM]
CCC(=O)C1=C(c2ccc(OC)c(OC)c2)N(C(=O)CC)n2c(CC)nnc2S1 | -10.7% | -5.6% | 13.7% | 3.9%[10.9 µM]

(next part)
SMILES | p53ts 39C kill | p53ts 32C kill | IkB sig inh | Peg3 imprint
C=CCNc1ncnc2c1[nH]c1ccccc12 | -7.8% | -4.7% | 0.8% | -13.7%
O=C(CSc1ncn(-c2ccccc2)n1)NCc1ccccc1 | 9.8% | 11.6% | -3.3% | -39.2%[inhibitor]
Cc1ccc(OCc2occc2C(=O)O)cc1 | -26.8% | ? | 0.3% | -84.9%[inhibitor]
COc1ccc2cc(CCNC(=O)C(C)(C)C)c(=O)[nH]c2c1 | 13.1% | -4.7% | -0.1% | -8.2%
COc1ccccc1NC(=O)N1CCN(c2ccc3nncn3n2)CC1 | 7.5% | 3.1% | 1.3% | 1.9%
CC(=O)c1c(C(C)=O)c(C)n(Cc2ccc3c(c2)OCO3)c1C | 2.7% | 5.3% | 0.4% | -0.9%
COC(=O)c1c(SCC(=O)Nc2cc(F)ccc2F)[nH]c2ccc(C)cc2c1=O | -25.0% | -11.0% | 1.8% | -8.8%[10.9 µM]
COc1ccc(C(CC(=O)Nc2ccc(Br)cn2)N2Cc3ccccc3C2=O)cc1 (configuration not stated) | 3.7% | -0.5% | ? | -3.2%[10.9 µM]
CCOC(=O)c1cc2c(=O)n3ccccc3nc2n(C(C)C)c1=NC(=O)c1cc2ccccc2o1 | -5.2% | 3.6% | ? | 23.5%[10.9 µM]
CC(C(=O)N1CCN(c2ccccc2)CC1)N1C(=O)C2CC=CCC2C1=O (configuration not stated) | -6.6% | 23.8% | 0.7% | -7.4%

Individual results from the entries so far.
p53ts 32C kill, `CCOC(=O)c1cc2c(=O)n3ccccc3nc2n(C(C)C)c1=NC(=O)c1cc2ccccc2o1` → 3.6%
p53ts 39C kill, `COc1ccccc1NC(=O)N1CCN(c2ccc3nncn3n2)CC1` → 7.5%
p53ts 32C kill, `COC(=O)c1c(SCC(=O)Nc2cc(F)ccc2F)[nH]c2ccc(C)cc2c1=O` → -11.0%
IkB sig inh, `Cc1ccc(OCc2occc2C(=O)O)cc1` → 0.3%

(continued)
SMILES | p53ts 39C kill | p53ts 32C kill | IkB sig inh | Peg3 imprint
COC(=O)c1cc(NC(=O)Cn2nc(-c3ccc(C)c(C)c3)ccc2=O)cc(C(=O)OC)c1 | 8.9% | -5.7% | ? | 5.5%[10.9 µM]
CCOC(=O)c1c(S(=O)(=O)N2CCN(c3ccccc3OC)CC2)c(C)n(C)c1C | -4.7% | 2.7% | -2.7% | -7.1%[10.9 µM]
COc1ccccc1NC(=O)CSc1ncnc2c1oc1ccccc12 | -0.7% | 3.4% | 0.2% | -5.5%
O=C(OCC(=O)N(C1CCCCC1)C1CCCCC1)c1cnccn1 | -17.1% | 2.6% | -0.1% | -13.3%
